Source: PubChem BioAssay (National Center for Advancing Translational Sciences (NCATS))
S3 lipid droplet: qHTS Assay for Lipid Storage Modulators in Drosophila S3 Cells; Drosophila S3 cells, BODIPY lipid droplet fluorescence, 18-24 h; cells fed with added oleic acid; lipid storage change, negative = inhibition, % at the top dose, mostly 46.1 µM; hits show Potency in µM; 320,000 compounds, 0.64% hits; AID 2685; active means well fitted inhibition curve with a large enough effect in the signal ratio, with a control signal flat, not every such curve was filed as active; the % refers to the signal ratio
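Drosophila S3 cells got compounds at several concentrations plus oleic acid (400 uM solution). Laser-scanning cytometry with 488 nm excitation read lipid droplets at 500-530 nm and cells at 575-640 nm. Percent activity was relative to 20 uM Triacsin C.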
S3 lipid droplet cell count max: also measured in S3 lipid droplet; calls as there; cell number change, %; measured here: cell count max response;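 cells counted by Cell Tracker Red CMTPX staining in the red channel; peak over a dose series mostly up to 46.1 µM; percent activity relative to internal control wells on each plate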
Numbers without * were called inactive. On the % scale 0 is the no-effect control and ±100 the full control effect; potency means the concentration at half of the fitted maximal effect. These rows are one share of the data; count on the stated rates, not on these rows.

SMILES	S3 lipid droplet	S3 lipid droplet cell count max
C[C@H](CCC(=O)O)[C@H]1CC[C@H]2[C@@H]3[C@H](O)C[C@@H]4C[C@H](O)CC[C@]4(C)[C@H]3CC[C@]12C	-2.9%	-20.2
O=C(CCN1CCN(CCO)CC1)N1c2ccccc2Sc2ccc(C(F)(F)F)cc21	0.8%	-15.3
